Compound activity: PubChem, National Center for Advancing Translational Sciences (NCATS)
4-MU autofl: compounds fluorescent in 4-MU spectral region. compound autofluorescence, 340/450 nm, 4-MU equivalents; active compounds read high. max dye-equivalent concentration, M. actives 11% (n = 59,000). AID 589; in the data active = max dye-equivalent concentration above about 10 nM; inconclusive = mostly about 1.1 nM to 9.6 nM
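Compounds in 100 mM Tris, pH 8.0, sat 15 min at room temperature before fluorescence was read at 340 nm excitation/450 nm emission; a per-plate six-point 4-MU standard curve converted signals to dye-equivalent concentration at each compound concentration.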
Epigenetic mod: epigenetic GFP locus derepression in mouse cells | mouse C127i GFP locus derepression, cytometry, 30 h | Potency, µM (series often up to 46.1 µM), without a hit: top-dose GFP derepression (activation) | actives 0.09% (n = 68,000); note: % of control where 0% means no effect
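Read-out is the number of GFP-positive cells, scored as fluorescent objects 20 to 120 um wide, reflecting derepression of a silenced CMV-GFP reporter in murine C127i cells after 30 h compound exposure at 37 C.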
HADH2 inhib: HADH2 (human) dehydrogenase inhibition | AID 886 | Potency, µM (highest dose often 57.1 µM), for the others: at the highest dose activity change, negative = inhibition, hits mostly inhibitors | Q99714 | recombinant HADH2, NADH fluorescence, beta-hydroxybutyryl-CoA | actives 3.4% (n = 73,000); note: potency is the fitted concentration of half-maximal effect; % is set by controls: 0 for no effect and ±100 for the full control effect; nearly all actives have a fitted effect of over 60% in size; many of its hits are not listed in these tables
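E. coli-expressed His-tagged HADH2 tested at 20 nM in alkaline Tris buffer (pH 9.0); oxidation of 90 uM beta-hydroxybutyryl-CoA with 1 mM NAD+ tracked fluorimetrically for 4 min.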
Hsp90 Hop PPI: changes Hsp90-Hop TPR2A binding signal, up or down. actives 0.44% (n = 71,000). AlphaScreen TPR2A-His6 binding biotin-Hsp90 C-terminal peptide. AID 595. Potency, µM (top dose mostly 57 µM), inactives show top-dose activity change, negative = inhibition; active = well fitted curve in either direction with a large enough effect; inconclusive = small, poorly fitted or top-dose-only effect, or another doubt; note: potency is the fitted concentration of half-maximal effect; % is set by controls: 0 for no effect and ±100 for the full control effect; many of its hits are not listed in these tables
HBB splice mod: alters splicing of the hemoglobin beta chain; HBB splicing reporter cell assay, activation; EGFP reporter with mutant IVS2-654 intron; response scale: normalised to 500 nM splice-correcting PNA; Potency, µM (doses to about 46.1 µM), for inactives: at the top dose activation, usual class: activators; actives 0.06% (n = 65,000); AID 925; note: potency is the fitted concentration of half-maximal effect; 0% is about no effect
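HeLa cells stably expressing EGFP interrupted by mutant beta-globin intron 2 (IVS2-654), 500/well in 2% FCS. Treated with compound for 2 days at 37C. Splicing correction scored as total well GFP intensity (488 nm excitation, 500-520 nm emission); 500 nM antisense PNA served as control.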
Fluorescein fluor: compound fluoresces in the fluorescein spectral region; AID 593; actives 0.91% (n = 59,000); max fluorescein-equivalent concentration, M; Compound autofluorescence, 480/540 nm, fluorescein-equivalent; active compounds read high; in the data active = max fluorescein-equivalent concentration above about 10 nM; inconclusive = between about 1.1 nM and that limit
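Compounds (23 nL) in 100 mM Tris pH 8.0, 15 min at room temperature, then fluorescence read at 480 nm excitation/540 nm emission. Signal converted to fluorescein-equivalent concentration from an on-plate fluorescein standard curve.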
UbGFP stabilizer: ubiquitin-GFP accumulation via proteasome inhibition | 67,000 tested, under 10 active | Potency, µM (doses to about 45.9 µM), for the others: at the highest dose activation (GFP accumulation), most hits filed as activators | Ubiquitin-GFP reporter cells, proteasome inhibition, GFP fluorescence; response scale: untreated = 0%, 10 µM MG-132 = 100% | AID 526; active = well fitted activation curve with a large enough effect, not every such curve was filed as active; inconclusive = small, poorly fitted or top-dose-only effect, or another doubt; inactive = no such curve, though single readings can be large or run the other way; note: potency is the fitted concentration of half-maximal effect
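Proteasome block read as GFP accumulation: ubiquitin(G76V)-GFP U2OS cells exposed to compound (2.9 nM–46 uM) for 4 hr at 37 C. Normalization used untreated cells as 0% and 10 uM MG-132 as 100%; concentration-response curves fitted.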
DNA Pol III inh: inhibitors of bacterial DNA polymerase III holoenzyme; AID 603; reconstituted DNA polymerase III holoenzyme replication, biochemical; Potency, µM (highest dose often 57.1 µM), for the others: at the highest dose activity change, negative = inhibition; actives 0.25% (n = 71,000); note: potency is the fitted concentration of half-maximal effect; % is set by controls: 0 for no effect and ±100 for the full control effect
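Reconstituted *E. coli* holoenzyme (0.35 nM Pol III, 1 nM beta, 154 nM SSB, 2 nM primase) was preincubated with compound for 15 min at RT. Synthesis on 1.4 nM ssM13Gori ran 35 min, then was stopped with PicoGreen/EDTA and read as dsDNA fluorescence.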
TexasRed autofl: Texas Red region autofluorescence | Compound fluorescence, Texas Red channel, 547/618 nm; active compounds read high | actives 0.06% (n = 59,000) | max dye-equivalent concentration, M; in the data active = max dye-equivalent concentration above about 10 nM; inconclusive = between about 1.1 nM and that limit
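Pin-transferred compounds and Texas Red standards go into 100 mM Tris buffer, pH 8.0. After 15 min at room temperature, plates are imaged with 547/618 nm filters. Each value is a dye-equivalent concentration derived from the per-plate dye curve.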
Rhodamine autofl: rhodamine region autofluorescence; Rhodamine-region fluorescence, 547/598 nm, Tris buffer; active compounds read high; max dye-equivalent concentration, M; actives 0.05% (n = 59,000); AID 594; in the data active = max dye-equivalent concentration above about 11 nM; inconclusive = between about 1.1 nM and that limit
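A six-point rhodamine series on each plate calibrates the signal. Compounds sit in 100 mM Tris (pH 8.0) for 15 min at ambient temperature before imaging through 547 nm/598 nm filters.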
15-hLO inh: inhibitors of human 15-lipoxygenase (ALOX15) | Potency, µM (doses to about 57.1 µM), inactives show at the top dose activity change, negative = inhibition, most hits filed as inhibitors | purified 15hLO-1, xylenol orange hydroperoxide absorbance | actives 1.4% (n = 74,000); note: potency is the fitted concentration of half-maximal effect; % is set by controls: 0 for no effect and ±100 for the full control effect; nearly all actives have a fitted effect of over 55% in size
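Compounds were preincubated 15 min at room temperature with 40 nM purified human enzyme (25 mM Hepes pH 7.5, 0.01% Triton X-100); 50 uM arachidonic acid reacted 6 min. Fe-xylenol orange detection, 30 min, absorbance ratio 573/405 nm.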
Active calls of the source: *; i = inactive; ? = inconclusive; . = no result given; [ ] = remark or other dose. Unless noted, calls come from the whole dose curve; as a rule, active = well fitted curve in the direction sought with a large enough effect; inconclusive = small, poorly fitted or top-dose-only effect, or another doubt; inactive = no such curve, though single readings can be large; an effect the other way counts as inactive or inconclusive. Only part of the results is shown; rates above refer to the full screens.

SMILES	4-MU autofl	Epigenetic mod	HADH2 inhib	Hsp90 Hop PPI	HBB splice mod	Fluorescein fluor	UbGFP stabilizer	DNA Pol III inh	TexasRed autofl	Rhodamine autofl	15-hLO inh
COc1ccc(C2C(C#N)=C(N)OC3=C2C(=O)CC(C)(C)C3)c(OC)c1OC (stereo unspecified)	.	-2%	18%[11.4 µM]	-9%[11 µM]	-0.6%[0.0738 µM]	.	-7%[9.17 µM]	1%[11.4 µM]	.	.	2%[11.4 µM]
CC(=O)Nc1c(O)nc(SCC(=O)N2CCN(c3ccc(F)cc3)CC2)[nH]c1=O	i	-3%	0%	-14%	0.2%	i	4%	-1%	i	i	10%
CCCS(=O)(=O)N1CCC(C(=O)N2CCN(Cc3ccccc3)CC2)CC1	i	4%	8%	0%	-0.6%	i	6%	-4%	i	i	3%
Cn1cc(Cl)c(C(=O)N(Cc2ccccc2)c2ccccn2)n1	.	.	0%	-10%[2.3 µM]	-1.3%	.	3%	-1%	.	.	-2%
Cc1ccc(S(=O)(=O)N2CCC(C(=O)NC3CCCCCC3)CC2)cc1	.	2%	8%[11.4 µM]	-6%[11 µM]	0.9%[0.0738 µM]	.	-2%[9.17 µM]	-1%[11.4 µM]	.	.	2%[11.4 µM]
Cc1nc2cnc(N3CCNCC3)nc2n(-c2ccccc2)c1=O	9.1e-08M*	-3%[9.22 µM]	-21%	-5%	-0.7%	i	19%	-11%	i	i	11%
CC1CCCN(C(=O)CNC(=O)Cn2ccc3ccccc3c2=O)C1 (stereo unspecified)	.	.	-8%	4%	-0.1%	.	-2%	-5%	.	.	-1%
CCOC(=O)N1CCN(c2cc(C)c(C(C)=O)cc2F)CC1	i	-3%	-1%	0%	.	i	0%	-6%	i	i	-6%
O=C(CN1C2=NCCN2c2ccccc21)c1ccco1	i	2%	11%	-1%	1.1%[57.5 µM]	i	-2%	-1%	i	i	8%
COn1c(SCC(=O)N(C)C)nc2ccccc2c1=O	i	0%	5%	1%	2.9%[1.84 µM]	i	-4%	-3%	i	i	9%
Cc1ccc(NC(=O)CCn2nc(C)cc2C)c(C)c1	i	-3%	-2%	-4%	3.0%	?	7%	-2%	?	i	10%
Nc1nnc(SCCOc2ccccc2)s1	i	-1%	-11%	-3%	2.6%	?	-7%	-1%	i	i	1%
Cc1noc(C)c1S(=O)(=O)N1CCN(Cc2ccc3c(c2)OCO3)CC1	.	-2%	0%	-2%	-0.5%	.	0%	-1%	.	.	7%
Cc1cc(C)n(-c2nc3c(c(=O)[nH]c(=O)n3C)n2CC(O)COc2ccccc2C)n1 (stereo unspecified)	i	4%	11%	2%	.	i	3%	-6%	i	i	-5%
OC[C@@H]1CCC[C@H](n2cnc3c(=S)nc[nH]c32)O1	i	7%[9.22 µM]	-25%[11.4 µM]	-2%[11 µM]	2.2%[9.22 µM]	i	-5%[9.17 µM]	-7%[11.4 µM]	i	i	-2%[11.4 µM]
CCOC(=O)N1CCN(C(=O)CSCC(=O)Nc2nc(-c3ccccc3)cs2)CC1	7.4e-08M*	-4%	-13%	1%	-3.3%	i	-8%	-2%	i	i	-4%
COCC(=O)N1CCC2(CCCN(c3ccccn3)C2)CC1	i	5%[9.22 µM]	-23%	-2%	0.6%	i	-8%	1%	i	i	7%
CCCCOC(=O)Nc1ccc(S(=O)(=O)Nc2cc(C)nc(C)n2)cc1	.	.	-8%	-6%[2.3 µM]	-0.3%	.	1%	-6%	.	.	-1%
Cc1ccc(-c2nnn(CC(=O)N(CC(=O)NC(C)C)c3cnc4ccccc4c3)n2)o1	?	0%	9%	-4%	.	i	-3%	-4%	i	i	-2%
CCOC(=O)c1cc(=O)n2[nH]c(-c3ccc(C)cc3)cc2n1	3.1e-07M*	-2%	10%	2%	.	i	0%	-6%	i	i	5%
Cc1cc(Nc2ccccc2F)n2nc(C)nc2n1	.	-2%	-9%	-1%	-1.2%	.	-2%	-11%	.	.	3%
COc1ccccc1CCn1c(=O)c(-c2ccc(F)c(F)c2)nc2cncnc21	i	0%[9.22 µM]	4%	-4%	2.9%	?	4%	-8%	i	i	-23%
CC12C(=O)N(c3ccccc3C(=O)O)C(=O)C1C1C=CC2C1 (stereo unspecified)	i	1%	4%	-13%	-0.7%	?	-4%	-3%	i	i	-5%
O=C(NC1CCN(C(=O)NCc2ccccc2)CC1)c1ccco1	i	-1%	-7%	-2%	.	i	-4%	-2%	?	i	9%
Cc1cc(C(=O)CSc2nn(-c3ccccc3)c(=S)s2)c(C)n1Cc1ccco1	i	0%	17%	-2%	-0.2%[57.5 µM]	?	2%	-4%	i	i	-11%
CS(=O)(=O)N(CCC(=O)O)Cc1ccccc1	i	-1%	-7%	-1%	-0.1%[57.5 µM]	i	0%	-4%	i	i	10%
O=C1CSC(c2ccccn2)N1Cc1cn2ccccc2n1 (stereo unspecified)	?	-2%	3%	-10%	0.0%[57.5 µM]	?	0%	-2%	i	i	11%
CSc1nc(N)nc(SCC(=O)c2ccccc2)c1C#N	i	5%	-3%	1%	-1.6%[0.369 µM]	i	3%	-6%	i	i	2%
O=C(CSc1nc2ccsc2c(=O)n1NC(=O)c1ccccc1)Nc1nccs1	i	0%	-9%	0%	2.5%[0.369 µM]	?	.	-3%	i	i	0%
CCOC(=O)N1CCC(N2Cc3cccc(C(=O)O)c3C2=O)CC1	.	.	-2%	-3%	-0.1%	.	27%	-6%	.	.	5%
O=C(CSc1nnc(-c2cccnc2)o1)Oc1ccccc1	i	-6%	-3%	0%	.	i	1%	-3%	i	i	-1%
COc1ccc(CNc2ccnc(-c3cccc(C#N)c3)n2)c(OC)c1	i	1%[9.22 µM]	-17%	20%	0.4%	?	-6%	0%	i	i	-4%
Brc1cccc(-c2nnc(-c3ccccc3)o2)c1	i	3%	6%	14%	-0.7%	?	-24%	-2%	i	i	-6%
Cc1cc2c(c(=O)n1Cc1ccccn1)C(c1ccc3c(c1)OCO3)C(C#N)=C(N)O2 (stereo unspecified)	i	7%[20.6 µM]	.	.	.	i	.	.	i	i	.
Cc1ccc(Cn2c(-n3nc(C)cc3C)nc3c2c(=O)[nH]c(=O)n3C)cc1	i	-2%	-2%	0%	4.5%[0.369 µM]	?	.	-1%	i	i	-5%
CCCn1cnc2c(c1=O)c1nc3ccccc3nc1n2CCC1=CCCCC1	1.3e-07M*	0%	1%	0%	2.8%[57.5 µM]	?	-4%	-5%	i	i	-2%
CC(=O)N1CN(C2CCS(=O)(=O)C2)Cc2c1sc1c2CCCC1 (stereo unspecified)	i	2%	0%	-5%	6.4%[0.369 µM]	?	1%	1%	i	i	-16%
COc1ccc(N2C(=O)C3C4C=CC(C4)C3C2=O)c(OC)c1 (stereo unspecified)	i	4%	5%	-2%	6.2%[0.369 µM]	i	1%	-4%	i	i	0%
O=C(CCNS(=O)(=O)c1ccccc1F)NCc1ccc2c(c1)OCO2	i	3%	5%	-1%	0.2%[57.5 µM]	i	1%	-2%	?	i	-3%
O=C(NCc1ccccn1)c1cc2ccccn2n1	.	-2%	-29%	-11%	0.3%	.	-7%	-3%	.	.	15%
CCc1c(C)nc2ncnn2c1N1CCC(C(=O)Nc2ccccc2)CC1	i	2%	-4%	-8%	-4.2%	?	-2%	-6%	?	i	3%
O=C1CC(N2CCN(Cc3ccc4c(c3)OCO4)CC2)C(=O)N1CCc1ccccc1 (stereo unspecified)	.	3%	-1%	1%	-0.7%[9.22 µM]	.	8%	-2%	.	.	7%
CCC(=O)N(Cc1cc2c(C)ccc(C)c2[nH]c1=O)C1CCCCC1	i	-2%	-14%	-3%	0.1%[57.5 µM]	?	5%	-3%	i	i	-24%
N#CCCN1CCN(S(=O)(=O)c2ccc(S(=O)(=O)N3CCCC3)cc2)CC1	.	0%	11%	-4%	-0.6%	.	0%	0%	.	.	9%
Cc1nnc(SCC(=O)Nn2cnnc2)s1	i	0%	-1%	-2%	1.2%[57.5 µM]	?	0%	-5%	i	i	8%
Cn1c(Cn2c(=O)sc3ccccc32)nnc1SCC(=O)N1CCOCC1	.	.	-1%	-7%[2.3 µM]	-0.5%	.	26%	-4%	.	.	2%
CCC(=O)Nc1nonc1-c1nc2ccccc2n1Cc1ccccc1	i	0%	15%	?	0.2%	?	0%	4%	i	i	-17%
C=CCSc1nnc(-c2cccnc2)o1	.	3%	1%	-5%	0.0%	.	0%	-1%	.	.	4%
CN1C(=O)c2ccccc2C(C(=O)NCCCN2CCCC2=O)C1c1c[nH]c2ccccc12 (stereo unspecified)	i	2%	4%	-1%	-2.4%	?	1%	-6%	?	i	7%
